MgcRacGAP inhibition: MgcRacGAP GTPase-activating activity inhibitors, confirmation, biochemical, ADP Hunter fluorescence | MgcRacGAP-stimulated Rac1 GTP hydrolysis, ADP Hunter fluorescence; higher % means a stronger effect; GST-tagged Rac1 F28L mutant substrate | one-dose inhibition, % at 30 µM; IC50 in µM for titrated hits | hit rate 0.6% among 340,000 | AID 624330;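 active = first-screen hits whose inhibition reached a set limit at any dose in the follow-up dose series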;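 note: fluorescence reports GDP produced by GAP-driven GTP hydrolysis; strong numbers were not always called active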
* = called active by the depositor. This is a subset; count on the stated rates, not on these rows.

SMILES	MgcRacGAP inhibition
O=C(Cc1cccs1)Nc1nnc(COc2ccccc2)s1	10%
CCCC#Cc1ccc2c(c1)O[C@H](CN(C)C(=O)CC1CC1)[C@H](C)CN([C@@H](C)CO)S2(=O)=O	17%
CC(=O)Nc1ccc(S(=O)(=O)N2CCSc3ccccc32)cc1	0%
CCN(CC(=O)Nc1ccc2c(c1)OCCO2)Cc1nc2cc(Cl)ccc2c(=O)[nH]1	7%
CCc1ccccc1NC(=O)CNC(=O)CNC(=O)C1CCCCC1	-3%
CC[C@]12c3[nH]c4ccc(OC)cc4c3CCN1C(=O)C(CC(=O)NCCCN(C)C)C[C@@H]2C(=O)N1CCN(C(=O)C2CC2)CC1 (some centres undefined)	7%
COc1ccc(OC)c(NC(=O)/C=C/c2ccc(S(=O)(=O)N3CCOCC3)cc2)c1	6%
CN(C)S(=O)(=O)c1ccc(Cl)c(C(=O)OCC(=O)c2ccco2)c1	6%
Cc1c(C=NNc2ccccc2)[nH]c(=O)[nH]c1=O	-3%
O=C(OCc1ccccc1)N1CCC2CC1c1cc(/C=C/CCCSc3ncccn3)ccc12 (centres undefined)	15%
Cc1ccc(C(=O)Nc2ccc(F)c(S(=O)(=O)N3CCOCC3)c2)s1	2%
Cc1ccc(OCCNC(=O)CNC(=O)c2ccccc2Cl)cc1	2%
COc1ccc(-c2sc3ccccc3c2-c2ccc(OCCN3CCOCC3)cc2)cc1	4%
C=CC[C@H](CC(=O)NCCO)C(=O)N[C@@H](COC(=O)[C@@H](CC=C)Cc1ccc(F)cc1)Cc1ccccc1	2%
O=C1NC(c2ccccc2)Cc2ccncc21 (centres undefined)	1%
CC(C)CC1Nc2ncnc(N3CCN(c4ccccn4)CC3)c2N(Cc2ccc(Cl)cc2)C1=O (centres undefined)	12%
CC(NC(=O)CSc1ncccn1)c1ccc2c(c1)OCO2 (centres undefined)	5%
CCOC(=O)[C@H]1[C@H]2COc3ccc(Br)cc3[C@@H]2N2C(=O)c3c(C)cc(C)cc3NC(=O)[C@@]12C	2%
CCOC(=O)c1cc(-c2ccc(F)cc2)n(CC(=O)Nc2nccs2)c1C	2%
COc1ccccc1NC(=O)CON=C(N)CC(=O)NC1CCCCC1	0%
CN1CCN(C(=O)c2ccc(NS(=O)(=O)c3cccc([N+](=O)[O-])c3)cc2)CC1	4%
CN1CCC(N(C)S(=O)(=O)c2ccc(NC(=O)c3ccc(S(=O)(=O)N(C)C)cc3)cc2)CC1	0%
CC(OC(=O)c1ccc(C#N)cc1)C(=O)Nc1ccc(Cl)cn1 (centres undefined)	2%
CCOC(=O)CCCCCC(=O)Nc1ccc2c(c1)CC(=O)N([C@H](C)CO)C[C@@H](C)[C@H](CN(C)Cc1ccc3c(c1)OCO3)O2	2%

Filtered by structure, those above containing four or more nitrogen atoms
SMILES	MgcRacGAP inhibition
CCN(CC(=O)Nc1ccc2c(c1)OCCO2)Cc1nc2cc(Cl)ccc2c(=O)[nH]1	7%
CC[C@]12c3[nH]c4ccc(OC)cc4c3CCN1C(=O)C(CC(=O)NCCCN(C)C)C[C@@H]2C(=O)N1CCN(C(=O)C2CC2)CC1 (some centres undefined)	7%
Cc1c(C=NNc2ccccc2)[nH]c(=O)[nH]c1=O	-3%
CC(C)CC1Nc2ncnc(N3CCN(c4ccccn4)CC3)c2N(Cc2ccc(Cl)cc2)C1=O (centres undefined)	12%
COc1ccccc1NC(=O)CON=C(N)CC(=O)NC1CCCCC1	0%
CN1CCN(C(=O)c2ccc(NS(=O)(=O)c3cccc([N+](=O)[O-])c3)cc2)CC1	4%
CN1CCC(N(C)S(=O)(=O)c2ccc(NC(=O)c3ccc(S(=O)(=O)N(C)C)cc3)cc2)CC1	0%

In the list so far, these contain an aryl thioether with sulfur outside any ring.
SMILES	MgcRacGAP inhibition
O=C(OCc1ccccc1)N1CCC2CC1c1cc(/C=C/CCCSc3ncccn3)ccc12 (centres undefined)	15%
CC(NC(=O)CSc1ncccn1)c1ccc2c(c1)OCO2 (centres undefined)	5%

Remaining list, next part.
SMILES	MgcRacGAP inhibition
O=C1NC[C@@H](c2ccccc2)OC(=O)[C@H](Cc2ccc(F)cc2)C/C=C\C[C@@H]1CC(=O)N(CCO)Cc1ccccc1	3%
Nc1ccn([C@@H]2O[C@H](CNCc3cccc(OC4CCCC4)c3)[C@@H](O)[C@H]2O)c(=O)n1	10%
CC1CCC2(CC1)NC(=O)N(CC(=O)Nc1cccnc1Cl)C2=O (centres undefined)	2%
CN1CCN(c2cc(-c3cc(O)c4ncccc4c3)ccn2)CC1	13%
C#CCN(C[C@@H]1[C@@H](OC(=O)NC2CC2)[C@@H](OC(=O)NC2CC2)Cn2c(=O)n(CCCCCC)c(=O)n21)S(=O)(=O)c1ccc(C)cc1	11%
O=C(NNC(=O)c1cc(S(=O)(=O)N2CCCCC2)ccc1Cl)c1ccccc1O	12%
CN(C)S(=O)(=O)c1ccc(Cl)c(NC(=O)CN2C(=O)NC3(CCc4ccccc43)C2=O)c1 (centres undefined)	2%
C1=NN(c2ccccc2)C=NN1c1ccccc1	1%
CCN(C[C@H]1N[C@@](Cc2ccccc2)(C(=O)OC)[C@H]2C(=O)N(Cc3ccccc3)C(=O)[C@@H]12)S(=O)(=O)c1ccccc1	4%
C[C@@H]1CN([C@H](C)CO)C(=O)CCCn2nncc2CO[C@H]1CN(C)C(=O)Nc1ccc(N2CCCCC2)cc1	14%
O=C(Nc1ccn(CCCN2CCN(Cc3ccc(F)cc3)CC2)c(=O)n1)OCc1ccccc1	10%
CCN(CC)c1ccc(NC(=O)c2ccccn2)cc1S(=O)(=O)Nc1ccccc1OC	12%
NS(=O)(=O)c1ccc(CCNC(=O)c2ccc(Cl)c(S(=O)(=O)NCc3ccco3)c2)cc1	3%
COc1ccc(CNCCS(=O)(=O)NC2CCCC2)cc1	6%
O=C(NNC(=O)c1ccc([N+](=O)[O-])cc1)c1ccc(NS(=O)(=O)c2cccs2)cc1	0%
COc1cc(CCC(=O)Nc2ccc(C)c(S(=O)(=O)N3CCCCCC3)c2)cc(OC)c1OC	8%
COc1ccc(CNC(=O)COC(=O)[C@H](Cc2ccccc2)NC(=O)c2cccs2)cc1	-1%
Cc1ccc(C(=O)Nc2nc(-c3ccccn3)cs2)s1	8%
NNC(=O)CN1C(=O)C2(OCCO2)c2ccccc21	18%
COc1cc(OC)cc(C(=O)NNC(=O)CN2C(=O)NC3(CCCC3)C2=O)c1	-1%
COc1ccc(CNC[C@H]2O[C@@H](n3cnc4c(N)ncnc43)[C@H](O)[C@@H]2O)cc1OC	-4%
CCOC(=O)CNC(=O)C1(NC(=O)CNC(=O)OCc2ccccc2)CCCC1	7%
C[C@@H]1CN([C@@H](C)CO)C(=O)CCCn2nncc2CO[C@H]1CN(C)C(=O)c1ccncc1	5%
CN(C(=O)COC(=O)C12CC3CC(CC(Cl)(C3)C1)C2)C1(C#N)CCCCC1	1%

Four entries out of the list above, sorted by their value in MgcRacGAP inhibition, highest first.
SMILES | MgcRacGAP inhibition
C[C@@H]1CN([C@@H](C)CO)C(=O)CCCn2nncc2CO[C@H]1CN(C)C(=O)c1ccncc1 | 5%
NS(=O)(=O)c1ccc(CCNC(=O)c2ccc(Cl)c(S(=O)(=O)NCc3ccco3)c2)cc1 | 3%
CN(C(=O)COC(=O)C12CC3CC(CC(Cl)(C3)C1)C2)C1(C#N)CCCCC1 | 1%
O=C(NNC(=O)c1ccc([N+](=O)[O-])cc1)c1ccc(NS(=O)(=O)c2cccs2)cc1 | 0%

Additional structures
SMILES	MgcRacGAP inhibition
COc1ccc(OC(=O)N2C/C(=C/c3ccccc3)C(=O)/C(=C\c3ccccc3)C2)cc1	-5%
CC(C)N(Cc1ccccc1)C(=O)CN1C(=O)NC2(CCCCCC2)C1=O	4%
C/C=C(/C)C(=O)O[C@@H]1c2c(ccc3ccc(=O)oc23)OC(C)(C)[C@@H]1OC(C)=O	10%
CN1CCN(S(=O)(=O)c2ccc(N(C)Cc3ccc(C(F)(F)F)cc3)c([N+](=O)[O-])c2)CC1	6%
COc1ccc(NC(=O)Nc2ccc3c(c2)CC(=O)N([C@H](C)CO)C[C@H](C)[C@H](CN(C)Cc2ccc(C(=O)O)cc2)O3)cc1	6%
O=C(Nc1cccc(C(=O)NC2CC2)c1)c1ccccc1	6%
CCN1CCN(c2ccc(S(=O)(=O)N3CCOCC3)cc2NC(=O)CC(NC(C)=O)c2ccccc2)CC1 (centres undefined)	8%
N#Cc1ccccc1NC(=O)COC(=O)/C=C/c1ccc(S(=O)(=O)N2CCOCC2)cc1	5%
Cc1noc(NS(=O)(=O)c2ccc(NS(=O)(=O)c3ccc(C(C)(C)C)cc3)cc2)c1C	9%
Nc1nc(Cl)c(N)c(NCC2(CO)CC(CCc3ccccc3)C2)n1 (centres undefined)	1%
CC(=O)Oc1ccc2c(c1)CCC1C2CCC2(C)C(OC(C)=O)CCC12 (centres undefined)	-2%
COc1ccc(C)cc1N1CC(C(=O)OCc2nc(N)nc(Nc3ccccc3C)n2)CC1=O (centres undefined)	2%
COCCN(Cc1nnc(-c2cccs2)o1)C(=O)CN1C(=O)NC2(CCCCC2)C1=O	1%
COc1cccc(OC)c1C(=O)Nc1cccc(S(=O)(=O)Nc2ccccc2Cl)c1	1%
O=C(c1cccs1)N1C[C@H](n2cc(C3CC3)nn2)[C@@H](O)C[C@@H]1c1ccccc1	18%
Cn1cncc1C#Cc1ccc2cc(CCCO)oc(=O)c2c1	6%
CC1(C)Cc2nc3[nH]c(=S)n(-c4ccccc4)c(=O)c3cc2CO1	-1%
CC1=CCC(C(C)(C)NC(=O)c2ccccc2)C/C1=N\O (centres undefined)	3%
CC1CCN(C(=O)CN2C(=O)NC3(CCCc4ccccc43)C2=O)CC1 (centres undefined)	-4%
O=C(COc1ccccc1)N[C@@H]1c2ccccc2CC[C@H]1OCc1ccccc1	4%
O=S(=O)(O)c1cc(O)c2ccc(Nc3ccccc3)cc2c1	41µM*
O=C(COc1cccnc1[N+](=O)[O-])Nc1cccc(Br)c1	-2%
CC(=O)Nc1ccc(C=NNc2ccc([N+](=O)[O-])cc2S(=O)(=O)Nc2ccccc2C(=O)O)cc1	7%
CCn1c(C)nc2cc(C(=O)NN=Cc3ccc([N+](=O)[O-])cc3)ccc21	8%
CC(C)CN(C(=O)C1COc2ccccc2O1)c1c(N)n(CC(C)C)c(=O)[nH]c1=O (centres undefined)	4%
CCN(Cc1ccccc1)C(=O)c1ccc(C)c(S(=O)(=O)N2CCCCC2)c1	0%
CN(CCN(C)C(=O)c1[nH]cnc1C(=O)Nc1ccccc1)C(=O)c1[nH]cnc1C(=O)Nc1ccccc1	8%
CCC[C@H]1CN(c2ccccc2)C(=O)[C@@H]1CC(=O)Nc1ccc(OC)cc1	13%
Cc1ccc(S(=O)(=O)NC2CCSC2=O)cc1C (centres undefined)	2%
CCN(C(=O)CN1CCC(C(=O)OC)CC1)c1c(N)n(Cc2ccccc2)c(=O)[nH]c1=O	5%
CCN(CC(=O)Nc1cc(Cl)ccc1C)C(=O)CCc1nc2ccccc2c(=O)[nH]1	4%
CC(C)c1ccc(NC(=O)COC(=O)C2CC3C=CC2C3)cc1 (centres undefined)	5%
CCOc1ccc(Nc2ccc(S(=O)(=O)N3CCOCC3)cc2[N+](=O)[O-])cc1	4%
C=CCOc1ccc(/C=C/C(=O)OCC(=O)N2CCC(c3ccccc3)=N2)cc1	9%
COc1ccc(S(=O)(=O)Nc2ccc3c(c2)C(=O)N([C@@H](C)CO)C[C@@H](C)[C@H](CN(C)C(=O)CCCN(C)C)OCCCC[C@H](C)O3)cc1	12%
Cc1noc(C)c1S(=O)(=O)N(C)C[C@H]1Oc2c(cccc2N(C)C)C(=O)N([C@H](C)CO)C[C@@H]1C	4%
CCCCn1c(C)nc2cc(S(=O)(=O)N3CCOCC3)ccc21	4%
Cc1ccc(S(=O)(=O)N(C)C[C@@H]2OCc3cn(nn3)CCCC(=O)N([C@@H](C)CO)C[C@H]2C)cc1	14%
O=C1CC(c2ccccc2)Oc2ccccc21 (centres undefined)	5%
CC(=NNC(=O)c1ccc2nc[nH]c2c1)c1ccc(Br)cc1	8%
CCC(=O)c1cn(CC(=O)Nc2ccc(F)cc2)c2ccccc12	-11%
C=C[C@]12CC[C@H](OC(C)=O)CC1=CCC1C2CC[C@@]2(C)C1CCC21OCCO1 (some centres undefined)	3%
Cn1c(=O)c2[nH]c(=O)[nH]c2n(C)c1=O	-11%
C[C@H](NC(=O)c1[nH]cnc1C(=O)Nc1ccon1)c1ccccc1	-1%
C=CCCC(=O)N1C[C@H]2CON(C)[C@H]2C[C@H]1c1cccc(Nc2ccccc2)c1	14%
CC(C)(C)NC(=O)CN(C(=O)CCC(=O)Nc1nccs1)c1ccccc1F	7%
CCC(=O)c1ccc(OCC(=O)Nc2ccc3c(c2)OCCO3)cc1	0%
CC(=O)c1c(O)cc(C)n(Cc2ccccc2)c1=O	2%
OCCn1cnc2c(SCc3ccccc3)ncnc21	1%
COc1ccc(NC(=O)CSCC(=O)N(C)CC(=O)Nc2c(C)cccc2C)cc1	10%
c1ccc(CN2CCc3[nH]c4ccccc4c3C2)cc1	5%
COc1cc(/C=C/CNC[C@H]2O[C@@H](n3ccc(N)nc3=O)[C@H](O)[C@@H]2O)ccc1O	22%
O=C1NC(Cc2ccccc2)c2nc3ccc(Br)cc3c(=O)n2-c2cc3ccccc3cc21 (centres undefined)	12%
c1ccc(OCCOCCOc2ccccc2)cc1	2%
CC1CC2OC2CC1COC(=O)C1CC2OC2CC1C (centres undefined)	0%
CC[C@]12c3[nH]c4ccc(OC)cc4c3CCN1C(=O)C(CC(=O)NC(C)(C)C)C[C@@H]2C(=O)N1CCN(C(=O)c2ccco2)CC1 (some centres undefined)	10%
CCOc1ccc(NC(=O)CN(C)C(=O)C2CSC3(C)CCC(=O)N23)cc1OCC (centres undefined)	2%
COc1ccc([C@H]2CC(=O)C=C(c3ccc(OC(F)(F)F)cc3)C2)cc1OC	11%
C[C@@H]1CN([C@@H](C)CO)C(=O)c2cc(-c3ccncc3)cnc2O[C@H]1CN(C)C(=O)c1cccc(F)c1	13%
Cc1nnc(NC(=O)c2cccc(S(=O)(=O)N(C)c3cccc(Cl)c3)c2)s1	1%
Cc1ccc(C)c(N2N=C(C(=O)Nc3cccnc3)CCC2=O)c1	3%
CC1CCN(C(=O)c2[nH]cnc2C(=O)N[C@@H](C)c2ccccc2)CC1	4%
COc1ccc(-c2ccc(-c3cc(=O)oc4cc(OC)c(OC)c(OC)c34)cc2)cc1	5%

Screening data (PubChem BioAssay)
